# Growth percent in the NCI-60 one-dose screen (48 h, 10 µM unless noted): 100 = growth as untreated, 0 = no growth, -100 = all killed.
# HL-60(TB): HL-60(TB) leukemia cells; 78,000 tested, 9% active; AID 1794776; active = growth percent below 10
# Active calls of the source: *; & = joins results of further samples; [ ] = another dose, or the depositor's remark. This is a subset; the hit share may differ from the screen's.
SMILES,HL-60(TB)
Cc1nc2ccc(Cl)cn2c1-c1nnc(SCC(=O)c2ccccc2)o1,107
CC(C)(C)OC(=O)N1C=CC(=O)[C@@H](O[Si](c2ccccc2)(c2ccccc2)C(C)(C)C)[C@H]1/C=C/c1ccccc1,102
C=C(Cn1cc(-c2cccc(O)c2)nn1)[C@@H]1CC[C@]2(COC(C)=O)CC[C@]3(C)[C@H](CC[C@@H]4[C@@]5(C)CCCNC(C)(C)[C@@H]5CC[C@]43C)[C@@H]12,89
C[C@]12CCCC[C@@H]1CC[C@@H]1[C@@H]2[C@@H](O)C[C@@]2(C)[C@H]1CC[C@]2(C)O,59
N#Cc1c(-c2ccco2)cc(-c2cccc(OCC(=O)O)c2)[nH]c1=O,74
Cc1cc(C2(c3cc(C)c(O)c(Br)c3)OS(=O)(=O)c3ccccc32)cc(Br)c1O,109
Cc1cc(Cc2cc(C)cc(C(C)(C)C)c2O)c(O)c(C(C)(C)C)c1,59
CC1OC(n2c3ccccc3c3c4c(c5c6ccccc6[nH]c5c32)C(=O)N(CCN[C@H]2CCC[C@@H]2N)C4=O)CC(O)C1O (stereo partly specified),54
N#C/C(=C/c1cccc([N+](=O)[O-])c1)C(N)=O,88
Cc1ccc2nc(-c3ccc(N4C(=O)/C(=C/c5ccc(Cl)cc5)N=C4c4ccccc4)cc3)sc2c1,74
C=C(C)[C@@H]1CC[C@]2(C(=O)O)CC[C@]3(C)[C@H](CC[C@@H]4[C@@]5(C)CC/C(=N\OCCC#N)C(C)(C)[C@@H]5CC[C@]43C)[C@@H]12,60
Cc1nn(-c2ccccc2)c2ncnc(N/N=C/c3cccc([N+](=O)[O-])c3)c12,62
Cc1cc2nc3ccc(N=Nc4ccc(N(C)C)cc4)cc3n(-c3ccccc3)c-2cc1=N,-2.8*
Cc1cc2c3ccc(C)[n+](C)c3ccc2n1C,-5.6*
CN(C)c1ccc(C(c2ccc(O)cc2)c2ccc(N(C)C)cc2)cc1,87
COc1ccc(C2=CC(c3ccc4c(c3)OCO4)NC(=O)N2)cc1OC (stereo unspecified),100
COC(=O)/C=C1\S/C(=N\NS(=O)(=O)c2ccc(C)cc2)N(Cc2ccccc2)C1=O,103
CCOc1ccc(/C=C/C(=O)c2cccc(OCCCCOc3cccc(C(=O)/C=C/c4ccc(OCC)cc4)c3)c2)cc1,81
CCCCC(O)Cn1ncc(C(=O)OCC)c1NC(=O)Nc1cccc(F)c1 (stereo unspecified),107
CNC(=O)c1cc(Oc2ccc3nc(NC(=O)Nc4ccc(Cl)c(C(F)(F)F)c4)sc3c2)ccn1,97
Oc1cc(Nc2ccnc3cc(Cl)ccc23)c2ncccc2c1,93
c1coc(-c2c3ccc(=[N+]4CCCCC4)cc-3oc3cc(N4CCCCC4)ccc23)c1,-58*
O=C(O)c1ccc(NC(=O)N2CCN(C(=O)Nc3ccc(C(=O)O)c(O)c3)CC2)cc1O,85
Nc1nc(-c2cccc(F)c2)nn1-c1nc2ccccc2s1,96
O=C(NCCCNS(=O)(=O)c1ccc(Cl)cc1)Nc1ccc(-n2cc(-c3ccncc3)c(-c3ccc(Cl)c(O)c3)n2)cc1,16

# Molecules above with fluorine:
SMILES,HL-60(TB)
CCCCC(O)Cn1ncc(C(=O)OCC)c1NC(=O)Nc1cccc(F)c1 (stereo unspecified),107
CNC(=O)c1cc(Oc2ccc3nc(NC(=O)Nc4ccc(Cl)c(C(F)(F)F)c4)sc3c2)ccn1,97
Nc1nc(-c2cccc(F)c2)nn1-c1nc2ccccc2s1,96

# Next compounds follow.
SMILES,HL-60(TB)
COc1ccc(-c2cncn2-c2ccc(-c3nc4ccc(F)cc4s3)cc2)cc1N,82
CCOC(=O)c1sc(-c2ccc(OS(=O)(=O)C[C@]34CCC(CC3=O)C4(C)C)c(C=O)c2)nc1C,-5.0*
CCC1(CC)NC(=S)NC1=S,109
O=C(NC(=S)Nc1cc(Cl)ccc1O)c1cccc(Br)c1,41
CSc1nc(C)c(C(=O)CCN2CCOCC2)s1,72
O=C1NC(=O)[C@H](CC(=O)n2cnc3ccccc32)N1,107
COc1ccc(/C=C2/OC(=O)C(C(C)=O)=C2O)cc1,104
Nc1cccc(OCCOc2ccc([N+](=O)[O-])cc2)c1,80
COc1ccc(S(N)(=O)=O)cc1,92
CN(C)C(C#N)C(=O)c1ccccc1 (stereo unspecified),96
Oc1[nH]c2ccccc2c1N=Nc1n[nH]c(=S)n1/N=C/c1cc(-c2ccccc2)cs1,153
CCSc1nc(N)c2c(-c3ccc(OC)cc3)c3c(nc2n1)C(C)CCC3 (stereo unspecified),66
CC1(C)CCCC2(C)C(OCCO)=CC(=O)C=C12 (stereo unspecified),110
CCOC(=O)c1cccnc1Nc1ccc(N=C2C(=O)Nc3ccccc32)cc1,103
COc1ccc(NC(=O)COc2ccccc2C2c3sc(=O)[nH]c3SC3C4CC(C5C(=O)N(C(C)C(=O)O)C(=O)C45)C23)cc1 (stereo unspecified),104
COc1ccc(NC(=O)NNc2ccc(-c3ccccc3)nn2)cc1,100
CN(C)c1ccc(/C=C/C(=O)c2ccccc2)cc1Br,85
OCCCN1CCN(CCO)CC1,100
O=C(/C=C/c1ccco1)c1ccc(OCc2nnc(-c3ccc(Cl)cc3)o2)cc1,105
CCOc1cc(C#N)ccc1OC(C)=O,98
CC1(C)N=C(N)NC(Nc2ccccc2)=N1,99
O=C(O)CCCc1cccc2c1CCCC2,105
CN(C)c1ccc(N(C)C)c(C(O)(c2ccccc2)c2ccccc2)c1,117
COc1cc2oc(-c3cccc(NC(=O)c4ccc(C(F)(F)F)cc4)c3)cc(=O)c2c(OC)c1OC,88
COCCCNCCOC(=O)c1ccc(N)cc1,67
# Remaining list, next part
SMILES,HL-60(TB)
CCC(CC)C(O)(C(=O)O)C(CC)CC,94
CCOC(=O)N1CCc2c(sc3nc(-c4ccccc4)nc(OCc4cn(C5OC(COC(C)=O)[C@H](OC(C)=O)[C@H](OC(C)=O)[C@@H]5OC(C)=O)nn4)c23)C1 (stereo partly specified),69
Fc1ccc(Nc2nnc(-c3cc(F)c(F)c(F)c3)o2)cc1,98
CCOC(=O)N1CCN(CCCOc2cccc(N(CC)CC)c2)CC1,87
COc1cccc(CCN)c1,102
N#Cc1nc(-c2ccc(Cl)cc2)oc1N1CCC(S(=O)(=O)N2CCOCC2)CC1,112
Cc1cccc(C)c1OP(=O)(Oc1c(C)cccc1C)Oc1c(C)cccc1C,113
Cn1c(=O)[nH]c(=O)c2nc(/C=C/c3cn(-c4ccccc4)nc3-c3ccccc3)c(=O)[nH]c21,105
COc1ccc(C2=NN(C(=O)c3cc(-c4ccc(Cl)cc4)nc4ccccc34)C(c3cc(-c4ccccc4)nn3-c3ccccc3)C2)cc1 (stereo unspecified),76
CCCOC(=O)c1ccc2c(c1)[N+](=O)C(C(=O)Nc1ccccc1)=C(C)[N+]2=O,97
CCC(COC(=O)c1ccccc1)NC1CCCC1 (stereo unspecified),103
CCCCCN(CCCCC)C(C)C(O)c1ccc2cc(Br)c3ccccc3c2c1 (stereo unspecified),111
Oc1ccccc1-c1nnc(Cn2c(Cc3cccc4ccccc34)nc3ccccc32)o1,96
O=C(NC1CC1)c1cnn2c1NC(c1ccc(F)cc1)C2 (stereo unspecified),101
OC(c1ccccc1)c1ccccn1 (stereo unspecified),100
CC(=O)N1CCN(C(=O)Cn2c(-c3ccc(C)cc3)csc2=N)CC1,108
O=[N+]([O-])c1ccc(C=Nc2c(-c3ccccc3)no[n+]2[O-])o1,75
CCOC(=O)C1=C(C)N=C2Sc3cc(Cl)ccc3N2C1c1ccccn1 (stereo unspecified),77
CC(=O)O[C@H]1[C@H](O)C[C@]2(C)[C@H]3[C@H](O)C[C@@H]4C5=CC(C)(C)CC[C@]5(C)CC[C@@]4(C)[C@]3(C)CC[C@H]2C1(C)C,116
O=c1[nH]c2ccccc2c(=O)c2ccccc12,90
COC(=O)N1CCc2cc(O)c(OC)cc2C1(C)Cc1ccccc1 (stereo unspecified),97
O=C(NC(=S)Nc1cc(-c2cccs2)[nH]n1)c1ccco1,94
Nc1ncc(Cl)cc1[N+](=O)[O-],94
Cc1ccc[n+](CC(=O)c2ccc3ccccc3c2)c1,106
Oc1ccc(-c2cnc(-c3ccccc3)[nH]2)c(O)c1,101
# (more compounds)
SMILES,HL-60(TB)
NCCCCn1c(SCCc2c[nH]c3ccccc23)nnc1-c1ccc2ccccc2n1,-65*
CCOC(=O)c1c(NCC(=O)Nc2ccc(Cl)cc2[N+](=O)[O-])sc2c1CCCC2,78
Fc1cc(Br)ccc1-n1cnc2c(Nc3ccccn3)nc(Cl)nc21,101
CCCCCC(=O)Nc1ccc(S(N)(=O)=O)cc1,72
CSC1=C(C#N)C(N)=NNC(=Nc2ccccc2)S1,105
COc1ccc(C2c3ccc4ccccc4c3Oc3nc[nH]c(=O)c32)cc1 (stereo unspecified),92
Cc1ccc(-n2c(-c3cc4c([nH]c5ccccc54)c(-c4cccc(O)c4)n3)n[nH]c2=S)cc1,2.6*
CC(C)C(O)(C(=O)OCC1=CCN2CCC(O)C12)C(C)O (stereo unspecified),91
CCCC(=O)Nc1ccccc1C(=O)O,94
Cc1c(C(N)=O)sc2[nH]c(=O)n(Cc3ccccc3)c(=O)c12,104
CCOC(=O)c1c(C(=O)c2cn(C)c3ccc(Br)cc23)c(-c2cn(C)c3ccc(Br)cc23)n(NC(=O)OC(C)(C)C)c1C,100[100 µM]
COC(=O)c1sc2nc(N)c(C#N)c(C(=O)c3ccccc3)c2c1N,90
C[C@]12CCc3sc(NCCc4ccccc4)nc3C1=CC[C@@H]1[C@@H]2CC[C@]2(C)C(=O)CC[C@@H]12,1.5*
O=[N+]([O-])c1ccccc1C(=Nc1ccccc1)c1c(O)cc(O)cc1O,98
Cc1cc(C)c(CC(=O)O)c(C)c1,97
CCOC(=O)N1CCN(c2nnc(C)c3ccccc23)CC1,114
O=C(O)c1ccccc1C(=O)c1ccc2oc(=O)[nH]c2c1,106
COc1ccc(-c2c3c(nn2-c2ccc(OC)cc2)CCc2cnoc2-3)cc1,87
CN1CCCC1=O,101
CC(C)=NNC(N)=S,85
C[C@@H]1CC[C@@]2(OC1)O[C@H]1C[C@H]3[C@@H]4CC=C5C[C@@H](O[C@@H]6O[C@H](CO)[C@@H](O[C@@H]7O[C@@H](CO)[C@H](O)[C@H]7O)[C@H](O)[C@H]6O[C@@H]6O[C@@H](C)[C@H](O)[C@@H](O)[C@H]6O)CC[C@]5(C)[C@H]4CC[C@]3(C)[C@H]1[C@@H]2C,-84*
O=C(Nc1ccc2oc(=O)ccc2c1)c1ccc(-c2ccc(Cl)c(Cl)c2)o1,85
O=C1OC(=O)c2ccccc2C1=O,100
CC1([N+](=O)[O-])COP(=O)(Nc2ccc(F)cc2)OC1 (stereo unspecified),90
Cc1[nH]c(C(=O)Nc2cc(S(C)(=O)=O)ccc2O)c2c1C(=O)CCCC2,112
# New compounds follow.
SMILES,HL-60(TB)
COc1ccc(-c2nc(-c3ccccc3)cn3c2nc2ccccc23)cc1,96
COc1ccc(Cl)c(Nc2nc3ccccc3nc2NS(=O)(=O)c2cccc(NC(=O)C(C)(C)N)c2)c1,33
Cn1cc(/C=C2\SC(=S)N(CCCC(=O)N3CCOCC3)C2=O)c2ccccc21,99
CCOP(=O)(Nc1ccc(F)cc1)OCC,86
Nc1cccc(Cl)c1,132
O=C1Nc2ccc(Cl)cc2C12Nc1ccccc1S2 (stereo unspecified),138
COC(=O)c1cc2cc(-c3ccc(OC)cc3)cnc2[nH]1,-2.7*
CC1CN=C(COc2ccccc2Cc2ccccc2)N1 (stereo unspecified),123
CCOc1ccccc1/C=N\NC(=O)c1cccc2ccccc12,105
N#Cc1cc([C@@H]2Nc3cc4[nH]ncc4cc3[C@H]3C4CCC(C4)[C@@H]23)ccc1F (stereo partly specified),73
CC1(C)SC2c3ccccc3C(=O)N2C1C(=O)O (stereo unspecified),94&75
O=C(CSc1nc2ccccc2c(=O)n1CCc1ccccn1)NNS(=O)(=O)c1ccc(Cl)cc1,76
CC(C)C(NC(=O)CCl)C(=O)O (stereo unspecified),102
CCOC(=O)c1c(N)sc2cc(OC(C)=O)c(Br)cc12,80
Cc1c2c(cc[n+]1Cc1ccccc1)c1ccc(OCc3ccccc3)cc1n2Cc1ccccc1,-54*
CCCC(=O)N(C)C1=Nc2ccc(Cl)cc2C(c2ccccc2)=[N+]([O-])C1,93
CN(C)c1ccc(/C=C/C(=O)c2ccc(NC(=O)N3CCN(c4cc5c(cc4F)c(=O)c(C(=O)O)cn5C4CC4)CC3)cc2)cc1,99
O=C(/C=C/c1cccc(OC(F)(F)F)c1)Nc1ccc(C=C2c3ccccc3C(=O)c3ccccc32)cc1,60
N#C/C(C(=O)Nc1ccccc1)=c1\s/c(=C\Nc2ccc(Br)cc2)c(=O)n1-c1ccccc1,73
COc1ccc(-c2nn(-c3cccc(NC(=O)c4ccc(N5CCOCC5)c(C(F)(F)F)c4)c3)cc2-c2ccncc2)cc1Cl,38

# Laid out differently: results already given.
Molecule	HL-60(TB)
Nc1cccc(Cl)c1	132
O=C1Nc2ccc(Cl)cc2C12Nc1ccccc1S2 (stereo unspecified)	138
COC(=O)c1cc2cc(-c3ccc(OC)cc3)cnc2[nH]1	-2.7*
CC1CN=C(COc2ccccc2Cc2ccccc2)N1 (stereo unspecified)	123
CCOc1ccccc1/C=N\NC(=O)c1cccc2ccccc12	105
N#Cc1cc([C@@H]2Nc3cc4[nH]ncc4cc3[C@H]3C4CCC(C4)[C@@H]23)ccc1F (stereo partly specified)	73

# Exported field by field: four of the compounds above
O=C(CSc1nc2ccccc2c(=O)n1CCc1ccccn1)NNS(=O)(=O)c1ccc(Cl)cc1
  HL-60(TB): 76

CC(C)C(NC(=O)CCl)C(=O)O (stereo unspecified)
  HL-60(TB): 102

CCOC(=O)c1c(N)sc2cc(OC(C)=O)c(Br)cc12
  HL-60(TB): 80

Cc1c2c(cc[n+]1Cc1ccccc1)c1ccc(OCc3ccccc3)cc1n2Cc1ccccc1
  HL-60(TB): -54*

# Assay outcomes deposited in PubChem by NCI.
